Source: PubChem BioAssay (several laboratories)
PP5 primary – inhibitors of human protein phosphatase 5 (PP5) | purified PP5c, OMFP substrate fluorescence | 320,000 tested, 0.18% active | inhibition, % at 6.7 µM | AID 1987;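 active = inhibition above the campaign's mean inhibition across all tested compounds plus 3 SD, cut at about 9.5% in these data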;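 note: 0% = DMSO only and 100% = 100 µM cantharidin control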
GASC-1 inh – blocks human GASC-1 demethylase activity | GST-JMJD2C(1-420) H3K9me3 demethylation, DELFIA europium | inhibition, % at 2.35 µM | 330,000 tested, 0.069% active | AID 2099;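 active = more than half of a compound's replicate wells show inhibition beyond 50%, single wells judged on their own value; inconclusive = some, but no more than half, of replicates pass 50% inhibition; inactive = no replicate passes 50% inhibition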;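 note: signal counts dimethyl H3K9 product captured on neutravidin plate; 0% = median of DMSO wells and 100% = 0.3 times that DMSO median; strong numbers were not always called active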
Target sequence (Q9H3R0 1-420 limits assumed): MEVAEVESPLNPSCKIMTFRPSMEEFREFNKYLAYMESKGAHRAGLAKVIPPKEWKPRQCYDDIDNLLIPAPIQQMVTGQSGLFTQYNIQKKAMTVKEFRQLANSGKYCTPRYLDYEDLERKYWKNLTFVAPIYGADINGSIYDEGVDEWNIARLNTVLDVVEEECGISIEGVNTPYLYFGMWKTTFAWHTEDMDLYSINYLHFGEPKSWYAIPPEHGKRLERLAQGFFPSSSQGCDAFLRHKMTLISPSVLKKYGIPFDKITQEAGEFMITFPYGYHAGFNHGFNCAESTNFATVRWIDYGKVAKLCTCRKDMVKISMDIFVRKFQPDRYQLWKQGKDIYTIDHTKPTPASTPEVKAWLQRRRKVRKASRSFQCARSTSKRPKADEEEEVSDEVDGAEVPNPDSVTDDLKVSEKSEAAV
Fh CTSL1 inh – counter-screen for PFM18AAP inhibitors: inhibitors of F. hepatica cathepsin L1; 300,000 tested, 0.49% active; recombinant F. hepatica cathepsin L1, Z-Leu-Arg-MCA fluorescence; AID 1906; inhibition, % at 5.96 µM;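 active = inhibition above the mean of all tested compounds plus 3 SD, set per screening campaign, cut at about 17% in these data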;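 note: 0% = plate median of test compound wells and 100% = 1 µM Z-Phe-Ala-diazomethylketone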
TPT1 inh – blocks Candida albicans tRNA 2'-phosphotransferase; recombinant caTPT1, FP RNA substrate dephosphorylation; inhibition, % at 5 µM; 300,000 tested, 0.81% active;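 active = inhibition above the mean of all tested compounds plus 3 SD, set per screening campaign, cut at about 24% in these data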;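 note: plate controls were DMSO alone for no effect and ferristatin control at 100 nM for full effect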
ZTA counter – blocks Epstein-Barr virus ZTA, an EBNA-1 counter-screen; ZTA-DNA binding, fluorescence polarization; inhibition, % at 11 µM; 320,000 tested, 0.15% active; in the data active = inhibition above about 33%
Target sequence (P03206 whole entry, looked up): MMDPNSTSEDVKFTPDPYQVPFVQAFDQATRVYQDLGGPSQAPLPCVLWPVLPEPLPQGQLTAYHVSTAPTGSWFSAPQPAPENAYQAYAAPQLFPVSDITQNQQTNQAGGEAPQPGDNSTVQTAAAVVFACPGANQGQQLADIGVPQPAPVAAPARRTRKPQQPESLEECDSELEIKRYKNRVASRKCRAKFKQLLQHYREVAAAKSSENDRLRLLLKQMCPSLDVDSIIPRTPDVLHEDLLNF
PP1 inh – counter-screen for PP5 inhibitors: inhibitors of human PP1-alpha; P62136; purified PP1alpha, OMFP fluorescence; inhibition, % at 6.7 µM; 320,000 tested, 0.9% active; AID 2235;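 active = inhibition above the mean inhibition of all tested compounds plus 3 SD, computed separately for each screening campaign, cut at about 15% in these data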
Target sequence (P62136 whole entry, looked up): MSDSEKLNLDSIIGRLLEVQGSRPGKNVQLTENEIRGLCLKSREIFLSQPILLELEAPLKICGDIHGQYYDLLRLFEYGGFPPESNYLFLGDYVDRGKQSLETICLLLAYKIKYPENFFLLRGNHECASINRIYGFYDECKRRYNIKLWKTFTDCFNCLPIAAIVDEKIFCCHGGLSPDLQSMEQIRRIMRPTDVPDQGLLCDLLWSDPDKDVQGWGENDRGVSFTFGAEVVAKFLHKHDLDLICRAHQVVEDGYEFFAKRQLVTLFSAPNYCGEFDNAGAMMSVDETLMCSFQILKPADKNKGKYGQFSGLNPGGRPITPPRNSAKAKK
CR mimetic SO – lowers age-related superoxide in aged yeast cells | superoxide response (% of plate mean), % at 10 µM | S. cerevisiae aged cells, superoxide DHE fluorescence; hits give low values | 330,000 tested, 0.18% active | AID 2690;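 active = superoxide response under a set limit, about three screen SD below normal, cut at about 65% in these data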;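 note: yeast aged for seven days with compound at 30 °C before DHE staining; 100% = average MFI of all compound-treated wells on the plate with controls excluded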
HCV core dimer – HCV core protein dimerization inhibition; inhibition, % at 5 µM; 300,000 tested, 0.33% active; TR-FRET GST/Flag-core106 dimerization, 1536-well;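 active = inhibition above the mean of all tested compounds plus 3 SD, set per screening campaign, cut at about 45% in these data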
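Assay system: tagged HCV core106 pair (GST and Flag); medium: KF-containing HEPES buffer, pH 7.45, DTT, CHAPS, BSA; also added: Eu donor and XL665 acceptor anti-tag antibodies; dosing: 5 µM single dose; timing: compound-protein-antibody incubation 4 h at 22.5 °C; signal: TR-FRET 671 and 617 nm emission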
EBNA-1 inhibitor – blocks EBNA-1 binding to DNA; EBNA-1 DNA binding, fluorescence polarization; inhibition, % at 14.8 µM; 300,000 tested, 0.34% active; AID 1950; in the data active = inhibition above about 28%
* = called active by the depositor; i = inactive; u = inconclusive; x = no result given.

SMILES	PP5 primary	GASC-1 inh	Fh CTSL1 inh	TPT1 inh	ZTA counter	PP1 inh	CR mimetic SO	HCV core dimer	EBNA-1 inhibitor
Cc1cccc2sc(NC(=O)C3CCCO3)nc12 (configuration not stated)	3.0	5	-2	-2	3	-1	99	5	12
O=C(Nc1c(C(=O)Nc2ccccc2)cnn1-c1ccccc1)c1ccco1	0.1	5	-1	5	10	1	99	11	-2
CCOC(=O)C(=O)N1CCN(c2cc3c(cc2[N+](=O)[O-])n(C)c(=O)n3C)CC1	0.3	2	-1	0	-7	-4	93	7	8
CCn1cc([N+](=O)[O-])c(C(=O)N2CCCCCC2)n1	-4.5	-26	2	-6	0	-2	97	-1	-2
COc1ccccc1OCCNC(=O)C(=O)c1c[nH]c2ccccc12	1.4	-2	2	3	16	2	105	-3	-15
CCOC(=O)c1cccc(NC(=O)CSc2nnnn2CC)c1	2.9	0	-3	4	4	0	97	3	-10
COC(=O)c1cc(S(=O)(=O)N2CCN(c3ccccc3OC)CC2)cn1C	-0.1	-4	-1	-3	8	-7	99	4	1
O=S(=O)(c1cc(-c2nnc(-c3ccc(Br)cc3)o2)ccc1Br)N1CCCCCC1	0.8	3	-4	-5	-1	-5	98	23	1
COc1cc(/C(=C/c2ccccc2)c2ccccc2)c2c(c1)oc1ccccc12	0.9	-3	6	2	-1	-2	110	-34	-6
COc1cccc(SCc2noc(C(=O)NCC3CCCO3)c2C(=O)O)c1 (configuration not stated)	2.2	1	-2	1	14	2	98	0	9
OC1CCCN(CC(O)COC(c2ccc(F)cc2)c2ccc(F)cc2)C1 (configuration not stated)	0.8	11	2	2	4	-1	113	-1	-20
O=C(CC1(O)C(=O)N(CCc2ccccc2)c2ccccc21)c1ccccn1 (configuration not stated)	-0.2	0	4	-3	-11	0	93	-4	-3
O=S(=O)(Cc1nnnn1-c1ccccc1)c1ccccc1	2.2	27	-2	2	-8	-1	95	-3	-4
Cc1cccc(N2CCN(S(=O)(=O)c3ccc4c(c3)OCCO4)CC2)c1C	2.7	1	1	-2	-29	-1	97	-7	1
CCOC(=O)C1CCC(CNCc2ccccc2C)CC1 (configuration not stated)	4.1	13	-1	-2	2	-1	101	-1	4
CCN(Cc1ccc(OC)c(F)c1)C(=O)/C=C/c1ccc(S(=O)(=O)N2CCOCC2)cc1	1.9	4	x	x	-10	-2	78	x	x
Cc1ccccc1-n1c(N)cc(=O)[nH]c1=S	-0.1	12	-3	1	3	-5	127	3	-4
Cc1ccc2cc(CCNC(=O)c3cccs3)c(=O)[nH]c2c1	-0.9	10	0	2	16	-5	103	17	5
C/C(CC1CC(COCCC(C)C)OC1=O)=N\NC(N)=S (configuration not stated)	2.8	1	21*	-1	-16	1	86	-4	2
CCCCNC(=S)N(CCCO)Cc1cc2cc3c(cc2[nH]c1=O)OCCO3	1.6	54	3	0	0	0	109	-8	-1
Cc1cc([N+](=O)[O-])cc2ncccc12	-11	-12	11	-6	-4	2	118	0	-8
Cn1c(=O)n(Cc2ccccc2)c(=O)c2c1nc1n2CCCN1CCc1ccccc1	1.5	-11	-1	0	7	3	94	6	-13
CCS(=O)(=O)Nc1cccc(-c2nc3cccnc3s2)c1C	0.0	-14	1	-5	-10	-2	98	19	7
Nc1nonc1-n1nnc(C(=O)N/N=C/c2ccccc2O)c1CN1CCCC1	0.6	0	0	0	-1	-2	97	1	1
CCc1ccc(S(=O)(=O)Nc2cc(SCC(=O)O)c(O)c3ccccc23)cc1	1.3	u	-5	-2	2	3	155	-3	0

Next section:
SMILES	PP5 primary	GASC-1 inh	Fh CTSL1 inh	TPT1 inh	ZTA counter	PP1 inh	CR mimetic SO	HCV core dimer	EBNA-1 inhibitor
CN1CCN(C(=O)c2ccc3c(Cl)c4c(nc3c2)CCCC4)CC1	2.1	-19	-3	0	-11	-1	102	-12	-18
COc1ccc(S(=O)(=O)Nc2nnc(CC(C)(C)C)s2)cc1	-0.6	-16	2	2	-3	-2	92	3	-12
CCn1cc(CN2CCCC(CNC(=O)COc3ccccc3OC)C2)c(C)n1 (configuration not stated)	2.6	-8	-7	-2	-1	0	87	-8	-19
Cc1nn(C)cc1CNC(=O)c1cnn2c1NC(c1ccc(Br)cc1)CC2C(F)(F)F (configuration not stated)	2.5	0	-2	-1	-14	-4	87	4	2
Cc1c(C(=O)Nc2ccc(F)cc2)oc2ccc(S(=O)(=O)N3CCC4(CC3)OCCO4)cc12	4.9	i	1	-3	-1	6	94	-2	-7
Cc1cc(C(=O)NCCCc2ccccc2)no1	0.6	8	-6	2	-11	-1	97	-4	0
Cc1cccc(-c2oc3ccc(-c4ccc5c(c4)OCO5)cc3c2C(=O)OCc2ccc(O)cc2)c1	-0.9	-4	1	-2	-15	-2	96	-7	2
COc1ccc(NC2=CC(=O)CC(c3ccc(C)cc3)C2)c(OC)c1 (configuration not stated)	0.2	4	2	-4	-8	0	98	-1	9
CC1Cc2ccccc2N1C(=O)C1CCN(S(=O)(=O)c2cccs2)CC1 (configuration not stated)	3.6	1	-2	-3	3	2	113	2	-11
Cc1ccc(S(=O)(=O)N2CCOCC2)cc1NC(=O)COC(=O)Cc1cccs1	-0.2	13	3	1	5	-2	103	-1	-4
Nc1n[nH]c2c1C1(CCCC1)Cc1ccccc1-2	0.5	0	0	-4	5	-2	106	-3	5
O=C1CCCC2=C1C(c1cccs1)n1nc(SCc3ccccc3)nc1N2 (configuration not stated)	2.0	-5	2	-2	12	-2	100	5	-6
Cc1noc(C)c1C(=O)N1CCN(Cc2ccccc2)CC1	1.4	1	-1	1	6	-2	83	-3	-1
c1ccc(COc2ccc(OCCN3CCCCC3)cc2)cc1	1.0	3	5	-1	-6	-2	93	-4	-6
Cc1ccc(C(NC(=O)c2cccc(S(=O)(=O)N3CCN(C)CC3)c2)c2ccccc2)cc1 (configuration not stated)	1.6	5	x	x	-11	0	76	x	x
CC1=C(C(=O)Nc2ccccc2)C(c2cccs2)n2nnnc2N1 (configuration not stated)	0.5	2	-4	1	9	-8	81	11	4
COc1cccc(-c2ocnc2C(=O)Nc2ccc3c(c2)CCC3)c1	3.0	4	2	-1	0	-2	103	4	-10
COc1ccccc1C(=O)NC(=O)COc1ccc(Cl)cc1Cl	-0.1	-10	1	0	17	-2	94	4	17
O=C(C1CCCO1)N1CCN(c2ncccn2)CC1 (configuration not stated)	-2.0	-5	-2	0	-2	-2	96	-8	5
N/C(=N\OC(=O)c1cccc(C(F)(F)F)c1)c1cnccn1	-1.9	-5	-4	-1	8	-4	102	2	4
CCc1ccccc1NS(=O)(=O)c1ccc2c(c1)NC(=O)CC(=O)N2	3.0	-4	2	-4	-22	5	95	0	3
CCOc1ccc(C(=O)CCC(=O)Nc2cccc(S(=O)(=O)N3CCCCC3)c2)cc1	5.0	8	x	x	-10	1	90	x	x
CCOc1ccc(NC(=O)Cn2cc(C(C)=O)c3ccccc32)cc1	-1.6	5	2	-2	-3	2	101	0	4
COc1ccc(-n2nnnc2SCC(=O)NNC(=O)c2ccc([N+](=O)[O-])cc2)cc1	1.4	0	1	2	-9	0	109	3	2
CN(C)C1=C(Cl)C(=O)N(c2ccc(Cl)c(Cl)c2)C1=O	-0.9	11	38*	2	15	-3	90	3	10

One compound at a time, as listed above:
`COc1ccc(S(=O)(=O)Nc2nnc(CC(C)(C)C)s2)cc1` as listed: PP5 primary: -0.6; GASC-1 inh: -16; Fh CTSL1 inh: 2; TPT1 inh: 2; ZTA counter: -3; PP1 inh: -2; CR mimetic SO: 92; HCV core dimer: 3; EBNA-1 inhibitor: -12
`COc1cccc(SCc2noc(C(=O)NCC3CCCO3)c2C(=O)O)c1` (configuration not stated) as listed: PP5 primary: 2.2; GASC-1 inh: 1; Fh CTSL1 inh: -2; TPT1 inh: 1; ZTA counter: 14; PP1 inh: 2; CR mimetic SO: 98; HCV core dimer: 0; EBNA-1 inhibitor: 9
`CCCCNC(=S)N(CCCO)Cc1cc2cc3c(cc2[nH]c1=O)OCCO3` as listed: PP5 primary: 1.6; GASC-1 inh: 54; Fh CTSL1 inh: 3; TPT1 inh: 0; ZTA counter: 0; PP1 inh: 0; CR mimetic SO: 109; HCV core dimer: -8; EBNA-1 inhibitor: -1

Three structures out of the list, sorted by molar mass, lowest first.
SMILES	PP5 primary	GASC-1 inh	Fh CTSL1 inh	TPT1 inh	ZTA counter	PP1 inh	CR mimetic SO	HCV core dimer	EBNA-1 inhibitor
CN1CCN(C(=O)c2ccc3c(Cl)c4c(nc3c2)CCCC4)CC1	2.1	-19	-3	0	-11	-1	102	-12	-18
CCc1ccccc1NS(=O)(=O)c1ccc2c(c1)NC(=O)CC(=O)N2	3.0	-4	2	-4	-22	5	95	0	3
CC1Cc2ccccc2N1C(=O)C1CCN(S(=O)(=O)c2cccs2)CC1 (configuration not stated)	3.6	1	-2	-3	3	2	113	2	-11

More entries:
SMILES	PP5 primary	GASC-1 inh	Fh CTSL1 inh	TPT1 inh	ZTA counter	PP1 inh	CR mimetic SO	HCV core dimer	EBNA-1 inhibitor
CCOC(=O)C1CCN(S(=O)(=O)c2ccc(OC)c(Cl)c2Cl)CC1	2.1	-3	-2	0	-7	3	97	1	4
O=C(NCC1CCCO1)c1cc2c([nH]c3ccccc32)c(-c2cccc(Cl)c2)n1 (configuration not stated)	11*	-5	0	-1	0	11	122	4	-12
COC(=O)[C@@]12CCCN1[C@H](c1ccc(-c3ccc(F)cc3)c(OC)c1)[C@H]1C(=O)N(C)C(=O)[C@H]12	2.5	-5	1	2	-5	-6	124	-1	-1
CCOC(=O)N1CCC(Nc2c(OCC)c(=O)c2=O)CC1	5.1	-12	36*	-4	-12	2	96	2	2
CN(C)CCOC(=O)c1ccc2[nH]c3c(c2c1)CSCC3	0.4	-1	-4	-8	14	-1	94	-2	9
O=C(O)c1ccc(N/N=C/C(Br)=C/c2ccccc2)cc1	-0.1	-1	6	3	-6	3	99	-3	-4

Among those listed so far, these have a CF3 group.
SMILES	PP5 primary	GASC-1 inh	Fh CTSL1 inh	TPT1 inh	ZTA counter	PP1 inh	CR mimetic SO	HCV core dimer	EBNA-1 inhibitor
Cc1nn(C)cc1CNC(=O)c1cnn2c1NC(c1ccc(Br)cc1)CC2C(F)(F)F (configuration not stated)	2.5	0	-2	-1	-14	-4	87	4	2
N/C(=N\OC(=O)c1cccc(C(F)(F)F)c1)c1cnccn1	-1.9	-5	-4	-1	8	-4	102	2	4
